Bioassay records (PubChem)
Cardiac RTF inh – cardiac RTF calcium sensitivity inhibitors, primary screen, biochemical, IANBD-TnC fluorescence, EC70 calcium | IANBD-labeled cardiac RTF, Ca2+ fluorescence | inhibition, % at 7.15 µM | actives 0.12% (n = 340,000);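 active = inhibition above the mean inhibition of all tested compounds plus 3 SD, cut at about 17% in these data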;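 note: assay run at fixed EC70 calcium of 1.6 mM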
HTR5A ag ctr – HTR5A agonists in luminescence cell assay, primary screen, counter-screen for OPRM1-OPRD1 heterodimer agonist project, full-deck HTS; actives 0.61% (n = 340,000); activation, % at 9.3 µM; cell-based; 5-hydroxytryptamine receptor 5A (Homo sapiens), P47898; in the data active = activation mostly above about 9.5%, no sharp cut-off; inactive = mostly below about 7.6%;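 note: 0% = cells with vehicle only and 100% = reference agonist; strong numbers were not always called active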
Target sequence (P47898 whole entry, looked up): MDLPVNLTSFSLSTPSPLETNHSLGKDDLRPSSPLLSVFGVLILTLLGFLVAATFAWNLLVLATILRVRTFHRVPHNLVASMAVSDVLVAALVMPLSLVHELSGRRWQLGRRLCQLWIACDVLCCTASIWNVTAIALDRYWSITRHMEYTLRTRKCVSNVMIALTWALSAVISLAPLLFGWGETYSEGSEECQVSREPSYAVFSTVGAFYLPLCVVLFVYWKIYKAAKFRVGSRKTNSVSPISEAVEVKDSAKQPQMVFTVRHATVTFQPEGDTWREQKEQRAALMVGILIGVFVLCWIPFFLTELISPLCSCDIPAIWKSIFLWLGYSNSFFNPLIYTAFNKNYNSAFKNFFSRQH
CAL-PDZ inh HTS – untagged CAL PDZ binding inhibitors, primary screen, biochemical, fluorescence polarization, HTS | inhibition, % at 24.9 µM | actives 0.92% (n = 300,000) | Golgi-associated PDZ and coiled-coil motif-containing protein (Homo sapiens), Q9HD26 | purified CAL PDZ, TMR-peptide fluorescence polarization, 1 h;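 active = mean inhibition of at least 30% with at least half of replicates also reaching 30%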;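 note: 0% = DMSO neutral control and 100% = excess unlabeled competitor peptide PRC23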
V-ATPase pHluor – regulators of yeast V-ATPase proton pumping, primary screen, pHLuorin cytosolic pH fluorescence. S. cerevisiae. response, % at 10 µM. actives 0.37% (n = 350,000); in the data active = response mostly above about 7.3%, no sharp cut-off; inactive = mostly below about 5.4%; note: actives read high; inactives centre near 0; some compounds called inactive have numbers as strong as hits; reference of the scale not given here
OPRM1-OPRD1 inv – inverse agonists of MOR-DOR heterodimerization, primary screen, cell-based, luminescence; Mu-type opioid receptor (Homo sapiens) + Delta-type opioid receptor (Homo sapiens), …; cell-based MOR-DOR heterodimer luminescence, inverse agonism; inhibition, % at 9.3 µM; actives 0.21% (n = 340,000); in the data active = inhibition above about 22%, passing the limit was not always enough;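 note: 0% = cells with DMSO and 100% = wells without cells with DMSO; values of inactives mirror those of a sister screen read the other way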
RTF Ca sens act – cardiac RTF calcium sensitivity activators, primary screen, biochemical, IANBD-TnC fluorescence, EC20 calcium. Troponin I, cardiac muscle (Homo sapiens) + Troponin T, cardiac muscle (Homo sapiens) + …. IANBD-labeled TnC RTF fluorescence at EC20 calcium; 0% EC20 calcium, 100% full calcium. activation, % at 7.2 µM. actives 0.24% (n = 340,000). AID 493008, 2010;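 active = activation above the mean over all tested compounds plus 3 SD, cut at about 30% in these data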;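 note: rise in fluorescence read as greater calcium sensitivity of cardiac thin filaments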
Keap1 Nrf2 FP – Keap1-Nrf2 protein-protein interaction inhibitors, primary screen, biochemical, fluorescence polarization, single point; inhibition, % at 9.4 µM; actives 0.15% (n = 340,000); Keap1 Kelch-Nrf2 peptide fluorescence polarization, 1536-well; Kelch-like ECH-associated protein 1 (Homo sapiens), Q14145; in the data active = inhibition above about 12%;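 note: human Keap1 Kelch domain with fluorescein labeled Nrf2 9mer peptide probe; 0% = neutral control wells and 100% = peptide positive control; higher means more block of Keap1 binding to Nrf2 peptide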
Target sequence (Q14145 whole entry, looked up, the tested form may be a part): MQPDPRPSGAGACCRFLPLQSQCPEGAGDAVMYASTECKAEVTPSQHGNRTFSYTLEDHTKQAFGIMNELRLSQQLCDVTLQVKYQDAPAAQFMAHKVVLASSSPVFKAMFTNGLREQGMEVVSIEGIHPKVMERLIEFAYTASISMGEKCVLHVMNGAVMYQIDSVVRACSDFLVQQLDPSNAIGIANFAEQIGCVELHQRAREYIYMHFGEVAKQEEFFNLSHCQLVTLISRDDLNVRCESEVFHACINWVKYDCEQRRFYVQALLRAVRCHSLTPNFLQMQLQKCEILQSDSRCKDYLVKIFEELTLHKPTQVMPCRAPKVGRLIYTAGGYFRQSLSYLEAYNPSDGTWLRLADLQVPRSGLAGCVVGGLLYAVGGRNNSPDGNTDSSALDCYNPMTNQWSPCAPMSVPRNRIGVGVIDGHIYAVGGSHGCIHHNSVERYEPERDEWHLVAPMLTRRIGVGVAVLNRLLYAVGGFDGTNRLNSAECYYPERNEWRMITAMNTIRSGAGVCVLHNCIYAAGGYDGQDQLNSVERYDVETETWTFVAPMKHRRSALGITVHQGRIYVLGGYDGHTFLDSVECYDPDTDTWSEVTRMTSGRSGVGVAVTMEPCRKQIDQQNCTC
HTR5A inv ag – HTR5A inverse agonists in luminescence cell assay, primary screen, counter-screen for OPRM1-OPRD1 heterodimer inverse agonist project, full-deck HTS; HTR5A cell line, inverse agonism; 5-hydroxytryptamine receptor 5A (Homo sapiens), P47898; inhibition, % at 9.3 µM; actives 0.083% (n = 340,000); AID 504634, 2011; in the data active = inhibition mostly above about 23%, no sharp cut-off; inactive = mostly below about 18%;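 note: 0% = cells with DMSO and 100% = no-cell wells with DMSO; some compounds called inactive have numbers as strong as hits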
MOR-DOR ag – agonists of OPRM1-OPRD1 heterodimerization, primary screen, cell-based, luminescence | Mu-type opioid receptor (Homo sapiens) + Delta-type opioid receptor (Homo sapiens), … | cells | activation, % at 9.3 µM | actives 0.3% (n = 340,000); in the data active = activation above about 18%;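 note: 0% = vehicle-treated cells and 100% = reference agonist; values of inactives mirror those of a sister screen read the other way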
LANA DNA inh – inhibitors of KSHV C-LANA binding to DNA, primary screen, biochemical, fluorescence polarization, FAM-LBS DNA, MBP-C-LANA, single point; Kaposi's sarcoma herpesvirus LANA C-terminal domain (residues 932-1162) DNA binding; inhibition, % at 9 µM; actives 0.078% (n = 340,000); AID 504423, 2011;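 active = highest replicate inhibition at or above 60% at 9 µM, even if other replicates fall short; inactive = all replicates below 60% inhibition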;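 note: 0% = neutral control wells and 100% = 4 µM acridine orange control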
* = called active by the depositor.

Screening CC(C)C(NC(=O)c1ccc(S(=O)(=O)N2CCOCC2)cc1)c1nc2ccccc2[nH]1 (stereo unspecified) returned Cardiac RTF inh -6, HTR5A ag ctr -4, V-ATPase pHluor 0, OPRM1-OPRD1 inv 7, RTF Ca sens act 1, Keap1 Nrf2 FP -7, HTR5A inv ag -5, MOR-DOR ag -1.5 and LANA DNA inh 0.5.
For COc1ccc(C(=O)NC(=S)NNC(=O)Cc2cccs2)cc1 the results were Cardiac RTF inh -8, HTR5A ag ctr 3, CAL-PDZ inh HTS -1, V-ATPase pHluor -4, OPRM1-OPRD1 inv 12, RTF Ca sens act 2, Keap1 Nrf2 FP -1, HTR5A inv ag -9, MOR-DOR ag -2.8 and LANA DNA inh 0.5.
Screening CC(=O)NNc1ncnc2c1cnn2-c1ccc(C)cc1 returned Cardiac RTF inh -7, HTR5A ag ctr -4, CAL-PDZ inh HTS -12, V-ATPase pHluor 1, OPRM1-OPRD1 inv 14, RTF Ca sens act -1, Keap1 Nrf2 FP 5, HTR5A inv ag -3, MOR-DOR ag -2.7 and LANA DNA inh 0.1.
Screening COc1cc(OC)cc(N2CCN(S(=O)(=O)c3ccc(-n4cnnn4)cc3)CC2)c1 returned Cardiac RTF inh 2, HTR5A ag ctr 2, CAL-PDZ inh HTS 3, V-ATPase pHluor 3, OPRM1-OPRD1 inv 2, RTF Ca sens act 7, Keap1 Nrf2 FP -2, HTR5A inv ag 13, MOR-DOR ag -0.4 and LANA DNA inh -0.1.
For COc1ccc(C(=O)N2CCN(C(=O)C3COc4ccccc4O3)CC2)cc1OC (stereo unspecified) the results were Cardiac RTF inh -13, HTR5A ag ctr 2, CAL-PDZ inh HTS -4, V-ATPase pHluor 4, OPRM1-OPRD1 inv 11, RTF Ca sens act 3, Keap1 Nrf2 FP 0, HTR5A inv ag -7, MOR-DOR ag -2.2 and LANA DNA inh 0.0.
For Cc1ccc(OCc2ccc(C(=O)NCC3CCCO3)cc2)cc1C (stereo unspecified) the results were Cardiac RTF inh -10, HTR5A ag ctr -5, CAL-PDZ inh HTS -1, V-ATPase pHluor 2, OPRM1-OPRD1 inv 5, RTF Ca sens act 2, Keap1 Nrf2 FP 0, HTR5A inv ag 14, MOR-DOR ag -1.2 and LANA DNA inh 1.1.
COc1ccc(NC(=O)c2ccc3c(=O)n(CC4CCCO4)c(=S)[nH]c3c2)c(OC)c1 (stereo unspecified) was read as Cardiac RTF inh -6, HTR5A ag ctr 1, CAL-PDZ inh HTS -8, V-ATPase pHluor -1, OPRM1-OPRD1 inv 12, RTF Ca sens act -4, Keap1 Nrf2 FP -3, HTR5A inv ag -9, MOR-DOR ag -1.9 and LANA DNA inh -1.3.
For CCOC(=O)CN(C(=O)Cn1nnc(-c2ccc(OC)cc2)n1)C(C(=O)NC1CCCC1)c1ccc(F)cc1 (stereo unspecified) the results were Cardiac RTF inh 0, HTR5A ag ctr 7, CAL-PDZ inh HTS -2, V-ATPase pHluor -1, OPRM1-OPRD1 inv 14, RTF Ca sens act 2, Keap1 Nrf2 FP -3, HTR5A inv ag -35, MOR-DOR ag -3.0 and LANA DNA inh -0.8.
`Cc1ccc(-c2nc(S(=O)(=O)c3ccc(C)cc3)c(SCC(N)=O)o2)cc1` gave Cardiac RTF inh -2, HTR5A ag ctr -3, CAL-PDZ inh HTS -10, V-ATPase pHluor -5, OPRM1-OPRD1 inv 9, RTF Ca sens act -4, Keap1 Nrf2 FP -3, HTR5A inv ag -18, MOR-DOR ag -1.4 and LANA DNA inh 0.9.
Screening Cc1ccc(S(=O)(=O)N2CCOCC2)cc1C(=O)NCC1CCCCC1 returned Cardiac RTF inh -10, HTR5A ag ctr 0, V-ATPase pHluor 1, OPRM1-OPRD1 inv 8, RTF Ca sens act 0, Keap1 Nrf2 FP -1, HTR5A inv ag 2, MOR-DOR ag -2.1 and LANA DNA inh -1.8.
COc1ccc(C2CC(=O)OC3=C2C(=O)CC(C)(C)C3)c(OC)c1 (stereo unspecified) was read as Cardiac RTF inh -3, HTR5A ag ctr -2, CAL-PDZ inh HTS -4, V-ATPase pHluor -3, OPRM1-OPRD1 inv 12, RTF Ca sens act -1, Keap1 Nrf2 FP -2, HTR5A inv ag 5, MOR-DOR ag -2.5 and LANA DNA inh 0.2.
For CCn1c(Cc2ccc(OC)cc2)nnc1SCC(=O)Nc1ccc(N2CCOCC2)cc1 the results were Cardiac RTF inh 4, HTR5A ag ctr 5, CAL-PDZ inh HTS -3, V-ATPase pHluor 1, OPRM1-OPRD1 inv 11, RTF Ca sens act -3, Keap1 Nrf2 FP -3, HTR5A inv ag 22, MOR-DOR ag -1.7 and LANA DNA inh -0.7.
For O=C(O)CCCNS(=O)(=O)c1cccs1 the results were Cardiac RTF inh -1, HTR5A ag ctr -7, CAL-PDZ inh HTS -1, V-ATPase pHluor 0, OPRM1-OPRD1 inv 13, RTF Ca sens act 2, Keap1 Nrf2 FP -1, HTR5A inv ag 17, MOR-DOR ag -2.2 and LANA DNA inh 0.9.
O=C(NCCCO)NC(=S)c1cccc2ccccc12 was read as Cardiac RTF inh -1, HTR5A ag ctr -4, CAL-PDZ inh HTS -1, V-ATPase pHluor -2, OPRM1-OPRD1 inv 17, RTF Ca sens act 3, Keap1 Nrf2 FP -4, HTR5A inv ag 10, MOR-DOR ag -3.6 and LANA DNA inh -1.0.
CCOC(=O)N1CCN(C(=O)C(C)c2ccc([N+](=O)[O-])cc2)CC1 (stereo unspecified) was read as Cardiac RTF inh -7, HTR5A ag ctr 1, CAL-PDZ inh HTS 3, V-ATPase pHluor 2, OPRM1-OPRD1 inv 11, RTF Ca sens act -6, Keap1 Nrf2 FP -2, HTR5A inv ag -4, MOR-DOR ag -2.2 and LANA DNA inh 11.
For CC1=CCC[C@@H]2[C@@](C)(CC/C(C)=C/C(=O)O)[C@H](C)CC[C@@]12C the results were Cardiac RTF inh 3, HTR5A ag ctr 10, CAL-PDZ inh HTS -1, V-ATPase pHluor 0, OPRM1-OPRD1 inv 16, RTF Ca sens act -6, Keap1 Nrf2 FP -3, HTR5A inv ag -30, MOR-DOR ag -2.8 and LANA DNA inh 6.1.
Screening O=C(CCn1nc(-c2ccc(Cl)cc2)ccc1=O)N1CCN(c2ccccn2)CC1 returned Cardiac RTF inh -5, HTR5A ag ctr 9, CAL-PDZ inh HTS -3, V-ATPase pHluor 2, OPRM1-OPRD1 inv 11, RTF Ca sens act 7, Keap1 Nrf2 FP -4, HTR5A inv ag -22, MOR-DOR ag -2.3 and LANA DNA inh -0.8.
For CCOC(=O)c1cnn(CCOC(=O)c2cccs2)c1NC(=O)c1cccs1 the results were Cardiac RTF inh -3, HTR5A ag ctr 0, CAL-PDZ inh HTS 11, V-ATPase pHluor 0, OPRM1-OPRD1 inv 19, RTF Ca sens act 1, Keap1 Nrf2 FP -2, HTR5A inv ag 3, MOR-DOR ag -3.6 and LANA DNA inh 0.0.
For Cc1nc2ccc(NC(=O)c3ccc(S(=O)(=O)N(C)C)cc3)cc2s1 the results were Cardiac RTF inh -2, HTR5A ag ctr 1, CAL-PDZ inh HTS -3, V-ATPase pHluor 3, OPRM1-OPRD1 inv 11, RTF Ca sens act 0, Keap1 Nrf2 FP -4, HTR5A inv ag -2, MOR-DOR ag -2.4 and LANA DNA inh 1.8.
O=C(COc1cc2oc(=O)c3c(c2cc1Cl)CCC3)Nc1ccccn1 was read as Cardiac RTF inh -3, HTR5A ag ctr 1, CAL-PDZ inh HTS -1, V-ATPase pHluor 0, OPRM1-OPRD1 inv 15, RTF Ca sens act -2, Keap1 Nrf2 FP 2, HTR5A inv ag -6, MOR-DOR ag -3.0 and LANA DNA inh -0.4.

Overlap with the part before: two entries; new compounds follow.
For Cc1nc2ccc(NC(=O)c3ccc(S(=O)(=O)N(C)C)cc3)cc2s1 the results were Cardiac RTF inh -2, HTR5A ag ctr 1, CAL-PDZ inh HTS -3, V-ATPase pHluor 3, OPRM1-OPRD1 inv 11, RTF Ca sens act 0, Keap1 Nrf2 FP -4, HTR5A inv ag -2, MOR-DOR ag -2.4 and LANA DNA inh 1.8.
O=C(COc1cc2oc(=O)c3c(c2cc1Cl)CCC3)Nc1ccccn1 was read as Cardiac RTF inh -3, HTR5A ag ctr 1, CAL-PDZ inh HTS -1, V-ATPase pHluor 0, OPRM1-OPRD1 inv 15, RTF Ca sens act -2, Keap1 Nrf2 FP 2, HTR5A inv ag -6, MOR-DOR ag -3.0 and LANA DNA inh -0.4.
Screening Fc1ccccc1CSc1ncn[nH]1 returned Cardiac RTF inh 4, HTR5A ag ctr 0, CAL-PDZ inh HTS -1, V-ATPase pHluor -2, OPRM1-OPRD1 inv 11, RTF Ca sens act 0, Keap1 Nrf2 FP 0, HTR5A inv ag -16, MOR-DOR ag -1.8 and LANA DNA inh -0.2.
Screening O=C(/C=C/c1ccco1)Nc1ccc2nc3n(c(=O)c2c1)CCCC3 returned Cardiac RTF inh -8, HTR5A ag ctr 1, CAL-PDZ inh HTS 0, V-ATPase pHluor -2, OPRM1-OPRD1 inv -6, RTF Ca sens act 3, Keap1 Nrf2 FP -4, HTR5A inv ag -2, MOR-DOR ag 1.3 and LANA DNA inh 0.8.
COc1c(Cl)cc(Cl)cc1C(=O)Nc1ccc(C(=O)O)cc1 was read as Cardiac RTF inh 8, HTR5A ag ctr 1, CAL-PDZ inh HTS 0, V-ATPase pHluor 0, OPRM1-OPRD1 inv 17, RTF Ca sens act 0, Keap1 Nrf2 FP 1, HTR5A inv ag 15, MOR-DOR ag -3.1 and LANA DNA inh -0.1.
CC1(c2ccc([N+](=O)[O-])c(CS(=O)(=O)c3ccccc3)c2)OCCO1 was read as CAL-PDZ inh HTS 3, V-ATPase pHluor -2, Keap1 Nrf2 FP 2 and LANA DNA inh 0.3.
CCOC(=O)c1ccc(N2C(=O)C3C(C2=O)C(C(=O)c2ccc(Cl)cc2)N2CCCC32)cc1 (stereo unspecified) was read as Cardiac RTF inh -24, HTR5A ag ctr 2, CAL-PDZ inh HTS -2, V-ATPase pHluor 3, OPRM1-OPRD1 inv -6, RTF Ca sens act 20, Keap1 Nrf2 FP -5, HTR5A inv ag -1, MOR-DOR ag 1.0 and LANA DNA inh 15.
